D1 antagonist: human D1 dopamine receptor antagonism; activity change, negative = inhibition, % at 10 µM; HEK293 TREx D1 cells, calcium flux, dopamine EC80; active compounds read low; P21728; actives 3.2% (n = 360,000); in the data active = activity change below about -30%; also: % is scaled to controls: 0 for no effect and ±100 for the full control effect
Target sequence (P21728 whole entry, looked up): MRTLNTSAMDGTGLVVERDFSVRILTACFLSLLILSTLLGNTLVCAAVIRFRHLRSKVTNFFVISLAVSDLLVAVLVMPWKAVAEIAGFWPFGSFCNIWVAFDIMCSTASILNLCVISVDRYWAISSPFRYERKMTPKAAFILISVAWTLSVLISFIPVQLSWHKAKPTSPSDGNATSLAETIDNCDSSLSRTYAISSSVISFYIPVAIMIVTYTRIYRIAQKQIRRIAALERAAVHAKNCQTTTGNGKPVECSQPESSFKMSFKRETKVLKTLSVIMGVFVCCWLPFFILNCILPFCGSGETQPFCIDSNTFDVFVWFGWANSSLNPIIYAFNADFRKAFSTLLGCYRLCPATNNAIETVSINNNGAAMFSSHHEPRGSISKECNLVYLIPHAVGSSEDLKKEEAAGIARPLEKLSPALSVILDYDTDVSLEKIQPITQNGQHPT
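Kinetic fluorescence of a calcium dye serves as the read-out. D1-expressing Hek293 Trex cells, induced overnight at 30 C, are exposed to compound for 180 s before an EC80 dopamine addition, then read 180 s further.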
RXFP1 agonist: activates the human relaxin receptor RXFP1 | Potency, µM (series often up to 57.5 µM), for the others: at the top dose activation, hits mostly activators | Q9HBX9 | AID 2676 | HEK293T-RXFP1 cAMP TR-FRET, 30 min; response scale: percent of porcine relaxin response, buffer zero | actives 0.3% (n = 370,000); also: potency is read from the fitted curve at half-maximal effect; % is scaled to controls: 0 for no effect and ±100 for the full control effect; nearly all actives have a fitted effect of over 60% in size; many of its hits are not listed in these tables
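HEK293T cells stably expressing RXFP1 were pretreated with the PDE4 inhibitor Ro 20174, exposed to compounds for 30 min at 37C, lysed, and cAMP was read by TR-FRET. Data normalized to buffer (basal) and 29 nM porcine relaxin (100%).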
Vif-A3G inh: inhibitors of Vif-APOBEC3G interaction | HeLa A3G-eYFP + Vif (tagged APOBEC3G with the HIV-1 protein that degrades it), YFP fluorescence, overnight | Potency, µM (series often up to 46.1 µM), inactives show at the highest dose activity, negative = active, usual class: inhibitors | actives 0.076% (n = 410,000);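 also: potency is read from the fitted curve at half-maximal effect; % is scaled to controls: 0 for no effect and ±100 for the full control effect; nearly all actives have a fitted effect of over 60% in size; hits raise eYFP signal because A3G escapes Vif-driven loss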
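Read-out is eYFP fluorescence (Ex 488/Em 500-530) from Vif-expressing HeLa A3G-eYFP cells; more signal means A3G escaped Vif-mediated degradation. Cells plated overnight, compound pinned in, incubated overnight at 37 deg C.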
D2 potentiator: D2 dopamine receptor (human) potentiation | potentiation, % at 10 µM | P14416 | actives 0.34% (n = 340,000) | HEK293 T-REx D2, calcium flux, EC20 dopamine potentiation;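 active = potentiation over 3 SD above the plate norm, cut at about 30% in these data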; also: 0% is about no effect
Target sequence (P14416 whole entry, looked up): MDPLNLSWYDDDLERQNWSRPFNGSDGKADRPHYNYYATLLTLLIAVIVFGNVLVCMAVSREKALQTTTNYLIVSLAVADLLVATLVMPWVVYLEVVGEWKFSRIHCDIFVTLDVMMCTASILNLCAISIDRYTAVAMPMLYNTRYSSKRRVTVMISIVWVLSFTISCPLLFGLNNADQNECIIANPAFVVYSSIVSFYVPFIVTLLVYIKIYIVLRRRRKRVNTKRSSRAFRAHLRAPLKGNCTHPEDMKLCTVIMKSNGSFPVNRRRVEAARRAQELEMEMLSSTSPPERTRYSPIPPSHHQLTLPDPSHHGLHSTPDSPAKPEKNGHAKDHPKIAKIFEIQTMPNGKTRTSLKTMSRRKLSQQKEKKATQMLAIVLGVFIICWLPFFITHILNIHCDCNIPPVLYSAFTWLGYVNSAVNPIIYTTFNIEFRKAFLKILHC
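Potentiation of an EC20 dopamine calcium response is measured in a force-coupled, tetracycline-inducible Hek293 Trex D2 line. Compound-only kinetic reads over 180 s flag agonists before dopamine addition.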
D1 agonist: human D1 receptor agonism | activation, % at 2 µM | HEK293 T-REx D1 cells, calcium flux, agonist mode | actives 1% (n = 360,000) | P21728; in the data active = activation above about 30%; also: 0% is about no effect
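Tetracycline-induced HEK293 TREx D1 cells, force-coupled to calcium signalling, were dye-loaded with a no-wash calcium kit. Compound was pin-added after a 10 s baseline. Fluorescence was read kinetically at 1 cycle/s for 180 s, with calcium rises flagged as agonism.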
D1 potentiator: human D1 dopamine receptor positive modulation; P21728; potentiation, % at 10 µM; actives 0.036% (n = 360,000); AID 504651; HEK293 TREx D1 cells, calcium flux, dopamine EC20 potentiation; in the data active = potentiation above about 30%; also: 0% is about no effect
LDHA block: blocks human lactate dehydrogenase A; P00338; AID 1347041; activity change, % (values are at about 110 or 230 µM); purified LDHA, NADH/diaphorase-resazurin fluorescence; active compounds read low; actives 0.15% (n = 480,000); in the data active = activity change below about -30%;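 also: plate controls were DMSO wells for no effect and wells without enzyme for full effect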
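Remaining NADH was detected by diaphorase (0.133 mg/mL) converting 37 µM resazurin to fluorescent resorufin, read at 0 and 20 minutes. The preceding 5-minute room-temperature reaction used 2 nM LDHA, 0.2 mM sodium pyruvate and 0.06 mM NADH at pH 7.4.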
Vif-A3F inh: blocks the Vif interaction with APOBEC3F; HeLa A3F-eYFP + Vif (tagged APOBEC3F with the HIV-1 protein that degrades it), YFP fluorescence increase; Potency, µM (highest dose often 46.1 µM), for the others: at the top dose activity, negative = active; actives 0.2% (n = 390,000); AID 602313; also: potency is read from the fitted curve at half-maximal effect; % of control where 0% means no effect; nearly all actives have a fitted effect of over 65% in size
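Fluorescence increase (Ex 488/Em 500-530) after overnight compound treatment at 37 deg C flags inhibition of Vif-driven A3F-eYFP loss in stable HeLa A3F-eYFP/Vif cells seeded overnight beforehand.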
Glioma ERSR ind: inducers of ER stress response in human glioma cells. U87-MG GRP78 promoter luciferase reporter, 16 h. Potency, µM, inactives show at the highest dose activation, actives largely listed as activators. actives 0.02% (n = 420,000); also: potency is read from the fitted curve at half-maximal effect; series mostly up to about 76 µM; % of control where 0% means no effect; nearly all actives have a fitted effect of over 35% in size
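Stably transfected U87-MG glioma cells carrying a GRP78-based luciferase sensor; 16 h compound incubation. Luminescence end-point read 10 min after Bright-Glo addition at room temperature.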
* hit, by the source's call; . = not tested or not shown; & = joins results of further samples. Unless noted, calls follow the shape of the dose curve; as a rule, active = well fitted curve in the direction sought with a large enough effect; inconclusive = small, poorly fitted or top-dose-only effect, or another doubt; inactive = no such curve, though single readings can be large; an effect the other way counts as inactive or inconclusive.

Structure,D1 antagonist,RXFP1 agonist,Vif-A3G inh,D2 potentiator,D1 agonist,D1 potentiator,LDHA block,Vif-A3F inh,Glioma ERSR ind
COc1ccc(CCNC(=O)c2ccc(-n3c(C)cc4c3CCC(C)C4)cc2)cc1OC (centres undefined),5,0.3%,-19%,0,-2,-3,2,-5%,-2%
COCCn1c(SCC(=O)Nc2ccc3c(c2)OCCO3)nc2c(c1=O)SC(C)C2 (centres undefined),-17,-0.4%,2%,15,3,3,-1,-1%,-2%
COc1ccc(OCC(O)CNC(=O)c2cccs2)cc1 (centres undefined),-2,0.8%,6%,3,3,-1,0,-6%,-1%
CC(NCc1cc(Br)ccc1OCC(N)=O)C12CC3CC(CC(C3)C1)C2 (centres undefined),11,0.0%,0%,4,2,5,0,2%,-6%
Cc1cnc(C(=O)OCC(=O)NC2CCCCCCC2)cn1,-4,0.1%,-5%,-2,0,-4,-9,-5%,-1%
CCCCNC(=O)C(C#N)c1nc2ccccc2nc1N1CCN(c2ccccc2F)CC1 (centres undefined),-9,-1.6%,-1%,-5,3,-10,-5,-4%,2%
CC(C)(C)OC(=O)C[C@@H]1C/C=C\C[C@@H](CC(=O)N[C@@H](CO)Cc2ccccc2)C(=O)NCCOC1=O,.,.,-3%,.,.,.,-5,7%,2%
Cn1c2ccccc2c2nnc(SCC(=O)Nc3cccc(C(=O)O)c3)nc21,45,16µM*,-9%,2,4,6,3,0%,4%
Cc1ccc2[nH]c(C)c(CC(=O)NCc3ccccc3)c2c1,-7,-1.2%,-14%,-2,1,10,-10&-2,-5%,-1%
CCN(Cc1ccccc1)C(=O)CCNS(=O)(=O)c1cc(Br)cnc1N,-8,-0.5%,1%,2,3,-4,-3,-3%,-8%
Cc1ccc(C)c(CN2C(=O)c3ccccc3S(=O)(=O)c3ccc(C(=O)N4CCN(c5ccccc5F)CC4)cc32)c1,-15,0.3%,.,12,2,-1,-2,.,.
Cc1cccc(N2CCN(S(=O)(=O)c3ccc4oc(=O)c5ncn(C)c5c4c3)CC2)c1C,-3,3.6%,-1%,0,0,0,-11,2%,-1%
COc1ccc(C(=O)C(C)Oc2cccc(NC(=O)c3cccc([N+](=O)[O-])c3)c2)cc1 (centres undefined),1,-1.3%,2%,-12,7,0,-4,5%,5%
Cn1ncc(N=Cc2ccccc2[N+](=O)[O-])c1C(N)=O,-3,2.5%,1%,1,1,5,-5,9%,0%
O=C(NCc1ccccc1)C1Nc2ccc(OC(F)(F)F)cc2C2C=CCC12 (centres undefined),.,.,2%,.,.,.,-11,2%,-3%
COc1ccc(Cc2nnc(NC(=O)c3ccccc3F)s2)cc1OC,2,-0.2%,1%,15,1,0,-10,12%,-3%
Cc1nc2ccccc2n1CC(O)COc1ccc(C(=O)O)cc1 (centres undefined),-5,-0.5%,5%,9,2,-3,-12,0%,2%
O=C(CN1CCN(c2ccc(F)cc2)CC1)c1ccc2c(c1)OCO2,-19,0.6%,4%,-19,10,-7,9,6%,1%
Oc1cccc2cnccc12,-2,-0.1%,2%,10,3,3,2,0%,0%
COc1ccc(OCCCC(=O)OCC(=O)N2CCN(S(=O)(=O)c3ccc(C)cc3C)CC2)cc1,.,.,2%,.,.,.,0,4%,-4%
CCN(CC)C(=O)C1=C(C)N(Cc2ccccc2)C(=O)C(CC(=O)NC2CC2)C1 (centres undefined),.,.,7%,.,.,.,-3,-6%,-4%
Cc1coc(=N)n1CC(=O)c1ccc(Cl)cc1,6,-5.0%,0%,3,0,0,-3,0%,0%
Cc1cc(C)cc(NC(=O)CSc2nnc(-c3ccccc3Br)o2)c1,23,1.1%,-1%,0,4,-6,-3,-1%,-1%
O=C1NC[C@H](Cc2ccccc2)N(CC2CCN(CC3CCCC3)CC2)C1=O,.,.,3%,.,.,.,-6,1%,-2%
Cc1ccc(S(=O)(=O)N(CC(=O)NCc2ccccc2Cl)C(=O)N2CCN(C)CC2)cc1,-2,0.7%,3%,-3,2,1,-2,5%,2%
COc1cccc(-n2c(=O)c3ccccc3n(CC(=O)NCC3CCCO3)c2=O)c1 (centres undefined),-1,0.6%,-3%,-11,2,-6,0,0%,-3%
O=C(NCCc1ccccc1)C1CCC(CNc2c(N3CCCCC3)c(=O)c2=O)CC1 (centres undefined),-12,3.0%,-1%,4,1,-6,-4,4%,-4%
CN(C)C(=O)CN1C(=O)C2CC=C(Cl)CC2C1=O (centres undefined),-2,0.6%,2%,-2,2,0,-7,-6%,-2%
CCCCCOc1ccc(N2C(=O)CC(N(O)c3ccccc3)C2=O)cc1 (centres undefined),-5,-1.2%,-4%,1,1,-4,2,-15%,-3%
CC(CN1CCC(n2nccc2NC(=O)C2CCCC2)CC1)c1ccccc1 (centres undefined),-8,-0.6%,-5%,1,4,-2,-2,-10%,-6%
Cc1ccc(C(C)n2cc(C(=O)NCc3cccnc3)nn2)cc1 (centres undefined),9,0.7%,0%,-3,6,-2,-1,-8%,0%
COc1ccc(CN(C)C(=O)c2ccc3ccccc3n2)cc1F,-5,1.2%,-1%,0,7,-4,-2,-15%,-3%
Cc1ccc(S(=O)(=O)N2CCCCC2)cc1C(=O)N1CCCC1,3,-1.6%,0%,5,1,3,-3,0%,-6%
CCOc1ccc(S(=O)(=O)N2CCN(Cc3ccc4c(c3)OCO4)CC2)cc1C,-6,0.3%,3%,4,3,.,0,-8%,-6%
CCN(CC)Cc1cc2[nH]c3c4ccc(Cl)cc4ncc3c2cc1OC,-9,6.2%,5%,11,2,-4,-12&10,-6%,4%
CC(=O)c1cc(-c2ccc(F)cc2)n(CCC(=O)Nc2cccnc2)c1C,0,-2.6%,-5%,-23,7,-6,2,-7%,-2%
CCCCNc1c(-c2ccc(OC)c(SC(C)CC)c2)nc2ccc(C)cn12 (centres undefined),.,.,-18%,.,.,.,4&5,0%,-9%
S=c1nc(-c2ccccc2)n(CCN2CCOCC2)c2c1CCCC2,0,0.8%,0%,6,1,-2,18,0%,1%
CCOC(=O)N1CCN(C(=O)C2CCCN(c3ncnc4c3nc3n4CCCCC3)C2)CC1 (centres undefined),2,18%,2%,11,-3,-5,-2,-20%,-3%
Cc1cccc(C(=O)OCC(=O)c2ccc3c(c2)NC(=O)CO3)c1,.,.,0%,.,.,.,-1,1%,-2%
NC(Cc1ccc(OC(F)F)cc1)C(=O)O (centres undefined),-11,1.3%,-3%,3,3,2,-1,-15%,-5%
Cc1ccc(C(=O)OCC(=O)Nc2cccc(S(=O)(=O)N3CCCCC3)c2)s1,.,.,1%,.,.,.,2,-7%,-2%

Nothing new here: entries from further up.
Structure,D1 antagonist,RXFP1 agonist,Vif-A3G inh,D2 potentiator,D1 agonist,D1 potentiator,LDHA block,Vif-A3F inh,Glioma ERSR ind
COc1ccc(CCNC(=O)c2ccc(-n3c(C)cc4c3CCC(C)C4)cc2)cc1OC (centres undefined),5,0.3%,-19%,0,-2,-3,2,-5%,-2%
COCCn1c(SCC(=O)Nc2ccc3c(c2)OCCO3)nc2c(c1=O)SC(C)C2 (centres undefined),-17,-0.4%,2%,15,3,3,-1,-1%,-2%
COc1ccc(OCC(O)CNC(=O)c2cccs2)cc1 (centres undefined),-2,0.8%,6%,3,3,-1,0,-6%,-1%
CC(NCc1cc(Br)ccc1OCC(N)=O)C12CC3CC(CC(C3)C1)C2 (centres undefined),11,0.0%,0%,4,2,5,0,2%,-6%
Cc1cnc(C(=O)OCC(=O)NC2CCCCCCC2)cn1,-4,0.1%,-5%,-2,0,-4,-9,-5%,-1%
CCCCNC(=O)C(C#N)c1nc2ccccc2nc1N1CCN(c2ccccc2F)CC1 (centres undefined),-9,-1.6%,-1%,-5,3,-10,-5,-4%,2%
CC(C)(C)OC(=O)C[C@@H]1C/C=C\C[C@@H](CC(=O)N[C@@H](CO)Cc2ccccc2)C(=O)NCCOC1=O,.,.,-3%,.,.,.,-5,7%,2%
Cn1c2ccccc2c2nnc(SCC(=O)Nc3cccc(C(=O)O)c3)nc21,45,16µM*,-9%,2,4,6,3,0%,4%
Cc1ccc2[nH]c(C)c(CC(=O)NCc3ccccc3)c2c1,-7,-1.2%,-14%,-2,1,10,-10&-2,-5%,-1%
CCN(Cc1ccccc1)C(=O)CCNS(=O)(=O)c1cc(Br)cnc1N,-8,-0.5%,1%,2,3,-4,-3,-3%,-8%
Cc1ccc(C)c(CN2C(=O)c3ccccc3S(=O)(=O)c3ccc(C(=O)N4CCN(c5ccccc5F)CC4)cc32)c1,-15,0.3%,.,12,2,-1,-2,.,.

Screening data from PubChem.

A portion of the library; rates above refer to the full screens.
